CRFBP-R2 agonist: agonists of CRF-BP/CRF-R2 complex, primary screen, cell-based, HEK293, calcium dye fluorescence, uHTS | CRF-binding protein / CRF receptor 2 complex (human) | calcium dye fluorescence (FLIPR); percent of saturating CRF peptide response | activation, % at 13.2 µM | 0.46% of 350,000 active;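 active means activation of at least 50%, plus an integration ratio under a set limit after plate pattern correction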;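 further: plate controls were neutral control wells without compound for no effect and CRF at EC100 for full effect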
IDE inh: human IDE inhibitors in live cells, primary screen, fluorescence polarization, HEK cells, FAbetaB substrate; 0.41% of 320,000 active; Insulin-degrading enzyme (Homo sapiens), P14735; FAbetaB cleavage; inhibition, % at 5.59 µM;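 active means percent inhibition above the average of all tested compounds plus 3 SD, set per screening campaign, cut at about 16% in these data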;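 further: IDE supplied by intact live HEK cells; FP after avidin binding of uncleaved biotin substrate so inhibition keeps polarization high; 0% = DMSO wells and 100% = 60 µM reference IDE inhibitor Ii1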
CHRM5 antagonist: human M5 muscarinic receptor antagonists, primary screen, CHO cells, Fluo-8 calcium fluorescence; CHO-hM5 cells, ACh EC80; Muscarinic acetylcholine receptor M5 (Homo sapiens), P08912; 0.59% of 360,000 active; inhibition, % at 3 µM;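 active means inhibition above a per-plate cutoff, the mean of that plate's test compounds plus 3 SD, cut at about 27% in these data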;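 further: 0% = acetylcholine EC80 with DMSO and 100% = DMSO without agonist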
Target sequence (P08912 whole entry, looked up): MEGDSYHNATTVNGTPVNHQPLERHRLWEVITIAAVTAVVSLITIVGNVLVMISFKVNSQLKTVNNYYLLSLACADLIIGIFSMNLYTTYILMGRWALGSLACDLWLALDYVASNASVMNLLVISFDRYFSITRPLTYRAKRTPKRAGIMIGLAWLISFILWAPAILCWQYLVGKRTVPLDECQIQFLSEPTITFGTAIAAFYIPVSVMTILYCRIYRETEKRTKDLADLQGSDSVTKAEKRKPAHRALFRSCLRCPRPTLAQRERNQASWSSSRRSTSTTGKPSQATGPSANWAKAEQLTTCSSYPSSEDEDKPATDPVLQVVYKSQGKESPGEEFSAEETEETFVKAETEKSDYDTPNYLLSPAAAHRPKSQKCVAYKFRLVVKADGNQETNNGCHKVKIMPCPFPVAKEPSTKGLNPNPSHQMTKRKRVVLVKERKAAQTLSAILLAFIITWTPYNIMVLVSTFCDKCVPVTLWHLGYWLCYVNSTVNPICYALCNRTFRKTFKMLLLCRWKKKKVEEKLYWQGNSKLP
CRFBP-R2 block: antagonists of CRF-BP/CRF-R2 complex, primary screen, cell-based, HEK293, calcium dye fluorescence, uHTS; 0.59% of 350,000 active; inhibition, % at 11.8 µM; CRF-induced calcium fluorescence; AID 588475, 2011;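 active means inhibition of the ligand-induced calcium signal above about 50% at the single tested concentration, limit read from the data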
CHRM5 PAM: human M5 muscarinic receptor positive allosteric modulators, primary screen, CHO-K1 cells, Fluo-8 calcium fluorescence; Muscarinic acetylcholine receptor M5 (Homo sapiens), P08912; CHO-K1 hM5, ACh EC20 PAM; 0% = ACh EC20, 100% = ACh EC100; activation, % at 3 µM; 0.3% of 360,000 active; AID 624038, 2012;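 active means activation above the run cutoff, the mean activation of all test compounds plus 3 SD, cut at about 18% in these data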
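System: CHO-K1 hM5 cells. Reagent: acetylcholine, EC20 level. Compound dosing: single dose, 3 µM nominal final test concentration. Timing: Post-acetylcholine fluorescence recording 140 s. Detection: Fluo-8 calcium fluorescence. Read-out: % activation, ACh-normalized. Benchmarks: ACh EC20 and EC100 wells. Repeats: singlicate, one well per test compound.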
M4 PAM: human M4 muscarinic receptor positive allosteric modulators, primary screen, CHO-K1 cells, Fluo-8 calcium fluorescence; activation, % at 3 µM; CHO-K1 hM4/Gqi5, ACh EC20; 0% = ACh EC20, 100% = maximal ACh; 0.4% of 360,000 active;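 active means activation above its plate's cutoff, the mean activation of sample wells plus 3 SD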; further: some results filed as inactive read as strong as hits
Target sequence (P08173 whole entry, looked up): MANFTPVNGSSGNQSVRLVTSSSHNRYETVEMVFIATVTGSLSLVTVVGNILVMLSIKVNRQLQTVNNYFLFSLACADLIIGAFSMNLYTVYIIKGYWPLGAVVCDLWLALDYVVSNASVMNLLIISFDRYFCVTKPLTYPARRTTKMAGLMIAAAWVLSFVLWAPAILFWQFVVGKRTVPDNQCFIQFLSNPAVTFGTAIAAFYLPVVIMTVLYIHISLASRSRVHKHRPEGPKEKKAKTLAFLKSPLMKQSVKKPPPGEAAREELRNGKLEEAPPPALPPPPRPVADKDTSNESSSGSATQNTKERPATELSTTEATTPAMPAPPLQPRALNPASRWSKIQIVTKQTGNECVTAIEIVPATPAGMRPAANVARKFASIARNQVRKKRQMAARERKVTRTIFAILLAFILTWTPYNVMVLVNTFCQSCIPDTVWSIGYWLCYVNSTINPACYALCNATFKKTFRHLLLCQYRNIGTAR
M4 ag: human M4 muscarinic receptor agonists, primary screen, CHO-K1 cells, Fluo-8 calcium fluorescence; 0.14% of 360,000 active; CHO-K1 hM4/Gqi5; vehicle 0%, full acetylcholine response 100%; activation, % at 3 µM; Muscarinic acetylcholine receptor M4 (Homo sapiens), P08173; AID 624127, 2012;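 active means activation above the run mean over all test wells plus 3 SD, cut at about 32% in these data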;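 further: peak over basal fluorescence ratio per well then scaled between controls; 0% = DMSO wells and 100% = acetylcholine at EC100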
CHRM5 agonist: human M5 muscarinic receptor agonists, primary screen, CHO-K1 cells, Fluo-8 calcium fluorescence. 0.19% of 360,000 active. CHO-K1 hM5 cells; 0% DMSO wells, 100% maximal acetylcholine response. activation, % at 3 µM;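 active means activation above the run's mean over test compounds plus 3 SD, cut at about 23% in these data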;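 further: signal is peak over basal fluorescence ratio across the kinetic read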
M4 antag: human M4 muscarinic receptor antagonists, primary screen, CHO cells, Fluo-8 calcium fluorescence; CHO-hM4 cells, ACh EC80; inhibition, % at 3 µM; 0.73% of 360,000 active;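 active means inhibition above its plate's cutoff, the mean inhibition of sample wells plus 3 SD, cut at about 27% in these data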;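 further: 0% = acetylcholine EC80 with DMSO and 100% = DMSO without agonist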
Starred values were filed as active, the others as inactive; nt = no result given. An unsorted share of the library. Share with any hit: about 2.9%.

SMILES	CRFBP-R2 agonist	IDE inh	CHRM5 antagonist	CRFBP-R2 block	CHRM5 PAM	M4 PAM	M4 ag	CHRM5 agonist	M4 antag
Cc1nn(C(C)(C)C)c(C)c1/C=N/OC(=O)Nc1ccc(Cl)cc1	-0.9	6	10	-7	-20	-13	14	6	4
COc1ccc(NC(=O)C(c2ccnc3ccccc23)n2c(=O)c(-c3ccccc3)nc3ccccc32)cc1 (configuration not stated)	nt	nt	5	nt	0	-3	1	6	3
CCOC(=O)c1nn(-c2ccc(Cl)cc2)c2nc(CC)c(C#N)c(=O)n12	1.7	-4	-7	19	11	8	-2	2	7
CC(C)C(=O)NC(Nc1cc(C(F)(F)F)ccc1Cl)C(Cl)(Cl)Cl (configuration not stated)	-0.6	9	10	6	-18	-13	0	-6	16
O=C(N1CCN(Cc2ccccc2)CC1)C12CC3CC(CC(C3)C1)C2	2.1	-2	-7	-6	4	-6	0	1	8
CCCCCn1c(=O)[nH]c2cc(C(=O)Nc3ccc(OC)cc3)ccc2c1=O	-0.1	9	4	1	-1	-1	1	-2	0
CCC(=O)c1cn(CC(=O)Nc2cc(C)ccc2C)c2ccccc12	4.8	3	1	8	12	-4	0	2	-2
CCOC(=O)CSc1nnc(NC(=O)CN2CCCCC2)s1	1.0	-3	0	-16	2	1	0	-4	-10
FC(F)(F)COc1nc(N2CCOCC2)nc(N(c2ccccc2)c2ccccc2)n1	3.5	10	4	-48	-10	-4	2	4	7
C[C@H](CO)N1C[C@H](C)[C@@H](CN(C)S(=O)(=O)c2ccc(C#N)cc2)OCc2cn(nn2)CCCC1=O	-0.2	nt	-14	7	8	9	0	1	-18
COc1ccc(C)cc1NC(=O)CNC(C)C(=O)Nc1ccc(C(C)=O)cc1 (configuration not stated)	0.1	-5	-1	8	-2	-1	1	-1	-4
Cc1oc(-c2ccccc2Cl)nc1CSCC(=O)NC1CC1	-0.2	-1	4	13	-3	2	-1	-1	5
CC(C)(C)c1ccc(OC(=O)c2ccccc2)cc1	0.3	-1	0	-15	1	0	-1	-3	-10
O=C(CSc1nnc(-c2ccncc2)n1C1CCCCC1)Nc1ccccc1	0.2	-2	2	11	6	11	0	-3	-2
C/C(Cc1ccccc1)=N\NC(=O)CNC(=O)c1ccc2c(c1)OCCO2	-2.7	0	-8	-4	10	-5	-1	-1	-5
Cc1nc(N)c(C#N)c(-c2cccnc2)c1C	-0.3	5	-16	-1	26*	5	0	-4	-16
CCCCc1cc(=O)oc2cc(C)cc(OCC(=O)NCc3cccnc3)c12	-2.0	-6	3	-4	-2	4	4	-2	-12
COc1cc(NC(=O)CN2C(=O)C(c3ccccc3)=NC23CCCCCC3)cc(OC)c1	4.8	0	-1	-6	4	21*	2	0	-3
CCCC1OC(c2ccco2)OCC1CC (configuration not stated)	-0.5	nt	2	17	16	17	0	2	-4
O=C(CNC(=S)NC(=O)c1ccc(Cl)cc1)c1ccccc1	-0.4	1	6	-48	-2	14	-1	-1	-4
Fc1ccc(-c2nnn(Cc3nc4ccccc4s3)n2)cc1	-1.0	4	2	17	-1	-2	-1	1	5
CCCCN(CC)CCCNC(=O)Cn1nc(Cc2cccnc2)c2ccccc2c1=O	3.7	4	-1	20	-6	-6	1	1	2
O=C(NN1CCOCC1)c1ccc(Cl)cc1	-0.3	2	-5	2	2	-2	0	-1	2
COCC(=O)N(C)C[C@@H]1Oc2ncc(Br)cc2C(=O)N([C@@H](C)CO)C[C@H]1C	-0.9	nt	-5	-2	4	11	0	1	-15
CCc1ccc(N2C(=O)CN(Cc3ccccc3)C2=S)cc1	0.3	2	-6	-14	1	0	-1	-5	7
O=C(NN1C(=O)C2C3c4ccccc4C(c4ccccc43)C2C1=O)c1ccc(Cl)cc1 (configuration not stated)	-1.9	-1	-3	-32	1	-5	0	-2	3
Cc1cc(C)cc(Cn2cc(CN3CC(N4CCCC4)CS3(=O)=O)nn2)c1 (configuration not stated)	nt	nt	-7	nt	3	1	1	-1	-14
CCCCC(=O)Nc1cccc(NC(=O)CC)c1	-0.8	3	3	10	-12	11	2	-2	-13
COc1ccc(NC(=O)CN(C)C(=O)c2cccnc2Sc2ccc(C)c(C)c2)cc1	1.0	1	2	18	-6	0	3	0	7
C=CCn1c(SCC(=O)N(C)C2CCCCC2)nnc1C1CC1	0.3	9	-1	1	8	8	1	-3	-5
CCc1ccc(C2=NN(CCC(=O)NCC3CCCO3)C(=O)CC2)cc1 (configuration not stated)	-1.6	2	-2	9	-1	5	0	-4	1
Cc1cc(C)nc(NS(=O)(=O)c2ccc(NC(=O)c3cc(-c4ccccc4)nc4ccccc34)cc2)n1	0.1	0	7	18	-10	-4	2	-6	3
CCOc1cc(/C=C/C(=O)Nc2ccc(C(=O)NCCN(CC)CC)cc2)ccc1OCC(C)C	3.6	2	-3	-46	-15	-18	1	-8	-5
CCn1c(COc2ccccc2)nnc1SCC(=O)C(C)(C)C	0.1	1	-2	-12	2	26*	4	1	-3
Cc1ccc(NC(=O)CNCc2cccs2)c(Br)c1	-4.7	nt	10	-20	4	3	-1	-6	-8
CCOC(=O)C1CCCN(Cc2ccc(OC)cc2OC)C1 (configuration not stated)	0.5	-3	0	11	-1	-9	0	-4	11
CC(C)(C)CC(C)(C)NCC(O)COc1ccc2c(c1)CCC2 (configuration not stated)	1.9	5	5	-54	-13	-18	13	-9	17
CCOc1cc(/C=N/N2CCOCC2)ccc1OCc1ccc(C(=O)OC)o1	0.1	2	13	-3	2	-1	0	-1	-7
Cc1n[nH]c(C)c1S(=O)(=O)N1CCCC(C(=O)Nc2nccs2)C1 (configuration not stated)	0.4	-1	-4	3	6	-1	0	2	-3
CCOC(=O)c1sc2nc(C)c([N+](=O)[O-])c(COC)c2c1N	-2.1	-1	-8	-1	4	4	1	-2	-8
Cn1cc(Br)c(C(=O)NC2C3CC4CC(C3)CC2C4)n1 (configuration not stated)	0.3	0	1	7	2	-4	-1	2	4
CC(=O)c1cnc(Nc2cccc(C)c2)s1	-2.6	9	2	-2	1	-1	0	-4	-1
COC(=O)c1sc2nc(-c3ccccc3)c3c(c2c1N)CCCC3	-1.2	0	-4	3	3	-3	0	2	-4
COc1ccc(C2=NC(C)(C)Cc3cc(OC)c(OC)cc32)cc1OC	-0.5	-2	0	8	5	6	2	1	-3
O=C(OCC(=O)N1CCN(C(=O)c2ccco2)CC1)c1cc(S(=O)(=O)Nc2ccc(Cl)cc2)ccc1O	1.7	2	14	0	-13	-9	4	-3	-3
O=C(Cn1c(=O)oc2ccccc21)Nc1ccccc1N1CCOCC1	0.1	8	2	20	6	-7	0	-1	-4
CC(=O)c1cnc(Nc2ccc(C)cc2)s1	-0.5	8	0	-3	4	-5	-1	-3	2
COc1ccccc1-n1c(SCC(=O)Nc2cccc(C)c2)nc2c(c1=O)SCC2	1.0	-3	3	5	0	-2	1	1	-1
O=C(O)c1ccc(Oc2ccc(S(=O)(=O)c3ccc(C(=O)O)c(C(=O)O)c3)cc2)cc1	1.0	nt	2	-4	-1	4	0	2	-3
CCCN1CCN(C(=O)c2cn(CC(C)C)c(=O)c3cc(OC)c(OC)cc23)CC1	-2.7	-5	-3	19	-2	7	1	-4	-1
Cc1cc(-c2n[nH]c(=S)n2Cc2ccco2)nn1C	-1.3	1	13	2	-11	-10	1	-6	12
Cc1cc(NCCCN(C)C)n2nc(-c3cccs3)cc2n1	-0.8	0	3	2	-7	14	1	-5	-5
CCC(C)Sc1ccc([C@H]2N[C@@](Cc3ccccc3)(C(=O)OC)[C@H]3C(=O)N(CC)C(=O)[C@@H]23)cc1 (some centres not stated)	4.6	0	8	-37	1	9	1	2	-9
COc1ccccc1NC(=O)Cn1c(CN2CCCCC2)nc2ccccc2c1=O	0.4	6	0	23	1	9	1	1	5
Cc1ccc(S(=O)(=O)N2CCN(CC(=O)N/N=C/c3cc([N+](=O)[O-])ccc3Cl)CC2)cc1	0.4	-1	-1	-28	-5	-4	3	-7	-7
CC12CCC3c4ccc(O)c([N+](=O)[O-])c4CCC3C1CCC2=O (configuration not stated)	-1.1	nt	8	20	-2	3	3	2	-4
CN1CCN(C(=O)c2cc3nc(-c4ccc(Cl)cc4)cc(C(F)(F)F)n3n2)CC1	-2.2	7	-5	8	5	6	1	-5	-4
CCOc1ccc(N(C)C(=O)CCc2nnc3ccc(N4CCCC4)nn23)cc1	-1.0	1	13	-19	1	-3	0	-4	-8
O=C(CSc1nccn1-c1ccc(F)cc1)Nc1ccc2c(c1)OCO2	-1.9	4	4	-7	2	-4	1	-4	4
C[C@H]1O[C@@H](O[C@H]2CC[C@@]3(C)C(CC[C@]4(C)C3C=CC3=C5CC(C)(C)CC[C@]5(CO)[C@H](O)C[C@]34C)[C@]2(C)CO)[C@H](O)[C@@H](O[C@@H]2O[C@H](CO)[C@@H](O)[C@H](O)[C@H]2O)[C@H]1O (some centres not stated)	-1.3	-1	19	6	-16	3	1	-3	-10

(listing goes on)
SMILES	CRFBP-R2 agonist	IDE inh	CHRM5 antagonist	CRFBP-R2 block	CHRM5 PAM	M4 PAM	M4 ag	CHRM5 agonist	M4 antag
COC(=O)c1cccc(NC(=O)c2ccc3c(c2)C(=O)N(Cc2cccnc2)C3=O)c1C	-1.4	0	-8	16	5	4	-1	0	-2
Fc1ccc(N/N=C/c2ccc(N3CCOCC3)cc2)c(F)c1	3.1	9	18	-4	10	-5	0	3	4
Cc1nnc(SC(C)C(=O)Nc2ccc(N3CCOCC3)cc2)n1Cc1ccccc1 (configuration not stated)	-1.7	nt	7	4	-5	9	0	-1	5
COCc1ccc([C@@H]2C[C@H]3CN(Cc4cccc(Cl)c4)C(=O)[C@]34CCCN24)o1	0.9	14	1	-23	-6	-18	0	-10	0
O=C(CSc1nnc(-c2ccco2)n1-c1ccccc1)N1CCN(C(=O)c2ccco2)CC1	-2.4	7	-14	-1	14	8	0	-2	-10
CC(C)[C@H](NC(=O)[C@@H]1Cc2ccccc2CN1)C(=O)Nc1ccc2c(c1)OCO2	0.8	-7	-14	-14	7	0	0	-1	-10
COc1ccc2c(c1)CCc1c(C(=O)NCC(C)C)noc1-2	-1.0	8	5	0	-6	-4	6	-2	-5

Reprinted at random: 3 compounds from above
SMILES	CRFBP-R2 agonist	IDE inh	CHRM5 antagonist	CRFBP-R2 block	CHRM5 PAM	M4 PAM	M4 ag	CHRM5 agonist	M4 antag
COCc1ccc([C@@H]2C[C@H]3CN(Cc4cccc(Cl)c4)C(=O)[C@]34CCCN24)o1	0.9	14	1	-23	-6	-18	0	-10	0
Cc1nnc(SC(C)C(=O)Nc2ccc(N3CCOCC3)cc2)n1Cc1ccccc1 (configuration not stated)	-1.7	nt	7	4	-5	9	0	-1	5
Fc1ccc(N/N=C/c2ccc(N3CCOCC3)cc2)c(F)c1	3.1	9	18	-4	10	-5	0	3	4
